# H1N1 NS1A inhibition – H1N1 influenza NS1A inhibitors, functional cell based assay (AID 504329); inhibition, % at 12.5 µM, or IC50 in µM where a hit was titrated; NS1A functional cell-based assay, percent inhibition; higher % means a stronger effect; actives 0.3% (n = 340,000); in the data active = a potency from the dose series; inconclusive = inhibition above about 27% without an active follow-up result; note: strong numbers were not always called active
# inhibitors of VEEV – inhibitors of VEEV TC-83 cytopathic effect, confirmation, Vero cells (AID 588727); actives 0.13% (n = 350,000); Vero cells, VEEV TC-83 cytopathic effect inhibition; higher % means a stronger effect; one-dose inhibition, % at 20 µM; IC50 in µM for titrated hits; in the data active = a potency from the dose series; inconclusive = inhibition mostly from about 14% at the one dose, without a potency; inactive = the rest, 99 in 100 with inhibition below about 12%; note: strong numbers were not always called active
# tuberculosis growth – growth inhibition of non-replicating M. tuberculosis (AID 488890); actives 0.39% (n = 320,000); inhibition, % at 25 µM; hits with a dose series show IC50 in µM; Mycobacterium tuberculosis non-replicating, growth inhibition; higher % means a stronger effect; in the data active = a potency from the dose series; inconclusive = inhibition mostly from about 82% at the one dose, without a potency; inactive = the rest, 99 in 100 with inhibition below about 76%;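 note: plate controls were DMSO cells for no effect and high antibiotic wells for full effect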
# Salmonella PhoP GFP – PhoP regulon inhibitors, Salmonella typhi PhoP promoter GFP reporter, confirmatory (AID 1850); Salmonella Typhi PhoP-promoter GFP reporter, fluorescence, 4 h; higher % means a stronger effect; inhibition, % at 50 µM; hits with a dose series show IC50 in µM; actives 0.33% (n = 310,000); in the data active = a potency from the dose series; inconclusive = inhibition mostly from about 25% at the one dose, without a potency; inactive = the rest, 99 in 100 with inhibition below about 19%;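 note: 0% = induced wells with vehicle and 100% = uninduced wells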
# H37Rv inhibition – M. tuberculosis growth inhibition, HTS (AID 449762) | M. tuberculosis H37Rv growth inhibition, 7H9 media; higher % means a stronger effect | actives 0.59% (n = 330,000) | inhibition, % at 25 µM; hits with a dose series show IC50 in µM; in the data active = a potency from the dose series; inconclusive = inhibition above about 70% without an active follow-up result;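 note: bacterial growth assessed after seven days of incubation; strong numbers were not always called active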
# inhibitors of VEEV 10K pilot screen – also measured in inhibitors of VEEV; calls as there; inhibition, %; measured here: 10K pilot screen inhibition
# * hit, by the source's call; i = inactive; ? = inconclusive; . = no result given.
SMILES,H1N1 NS1A inhibition,inhibitors of VEEV,tuberculosis growth,Salmonella PhoP GFP,H37Rv inhibition,others
CCn1c(=O)c(CCC(=O)N2CCN(c3ccccn3)CC2)c(C)c2c(C)nn(-c3ccccc3)c21,7%,8.1%,7%,2%,10%,
O=C(O)CSc1nc2c(cnn2-c2ccccc2)c(=O)n1-c1ccc(Br)cc1,-7%,1.1%,-13%,-5%,1%,
CC1=CC2=NC(=O)/C(=C/c3coc4ccc(Cl)cc4c3=O)C(=N)N2O1,-1%,7.7%,24%,1%,-1%,
CC(O)c1nc2ccc(C(=O)O)cc2[nH]1 (configuration not stated),-5%,0.3%,3%,-3%,10%,
Nc1nonc1-n1nnc(C(=O)N/N=C/c2ccccc2Br)c1CN1CCCC1,1%,0.3%,-1%,9%,0%,
O=C(O)C(Cc1ccccc1)n1cnnn1 (configuration not stated),4%,0.2%,7%,-5%,-4%,
CCOc1ccc(OCC)c(NC(=O)Cn2c(C)nc3ccccc3c2=O)c1,.,2.1%,-8%,3%,2%,
CSc1ccccc1OCc1cc(C(=O)NCCn2nc(C)cc2C)no1,0%,6.2%,20%,4%,0%,
COc1ccc(C2CC(c3c(O)n(CCc4ccccc4)c(=O)[nH]c3=O)=NN2)cc1OC (configuration not stated),4%,i,-18%,1%,8%,
O=C(O)CC/C(=C/c1cccc(NC(=O)c2ccccc2Cl)c1)c1nc2ccccc2s1,0%,2.0%,.,.,.,
CC(C)(C)C(=O)Nc1ccc(S(=O)(=O)Nc2ccccn2)cc1,5%,i,0%,0%,-8%,
O=C(Nc1ccccc1)c1ccccc1OCC(O)CN1C(=O)c2ccccc2S1(=O)=O (configuration not stated),-3%,0.8%,-5%,-1%,2%,
Cc1ccccc1C(=O)NC(=S)Nc1ccc(Cc2ccncc2)cc1,-4%,0.5%,-13%,-2%,-4%,
CCCNC(=O)Cn1c(=O)cnc2ccccc21,8%,i,-7%,-12%,-2%,
CCC(C)NC(=O)Cn1c(=O)n(-c2ccc(OC)cc2)c(=O)c2ccc(C(=O)NCc3ccc(C)cc3)cc21 (configuration not stated),-13%,i,-13%,-7%,-2%,
Cc1cccc(C)c1NC(=O)CN(C)C(=O)CC1OC(=O)c2ccccc21 (configuration not stated),5%,2.4%,-1%,6%,-5%,
COc1ccc(CCNC(=O)CCc2ccc(S(=O)(=O)NC(C)C)cc2)cc1OC,-2%,0.4%,-5%,-1%,-1%,
CCS(=O)(=O)N1CCN(S(=O)(=O)c2ccc(F)cc2)CC1,6%,1.5%,-5%,-4%,-2%,
COc1ccc(NC(=O)c2nc3nccc(C)n3n2)cc1S(=O)(=O)N1CCOCC1,4%,i,6%,.,3%,
CCOC(=O)C1CCCN(Cc2ccccc2Cl)C1 (configuration not stated),-2%,0.8%,22%,-2%,-3%,

# Structural class, the compounds so far containing a Cl atom.
SMILES,H1N1 NS1A inhibition,inhibitors of VEEV,tuberculosis growth,Salmonella PhoP GFP,H37Rv inhibition,others
CC1=CC2=NC(=O)/C(=C/c3coc4ccc(Cl)cc4c3=O)C(=N)N2O1,-1%,7.7%,24%,1%,-1%,
O=C(O)CC/C(=C/c1cccc(NC(=O)c2ccccc2Cl)c1)c1nc2ccccc2s1,0%,2.0%,.,.,.,
CCOC(=O)C1CCCN(Cc2ccccc2Cl)C1 (configuration not stated),-2%,0.8%,22%,-2%,-3%,

# Going on with the list:
SMILES,H1N1 NS1A inhibition,inhibitors of VEEV,tuberculosis growth,Salmonella PhoP GFP,H37Rv inhibition,others
CC(=O)c1ccc(OC(=O)CCc2nc3ccccc3s2)cc1,.,1.6%,-2%,5%,-3%,
Cc1ccc(S(=O)(=O)N2CCOCC2)cc1C(=O)NCc1ccc(F)cc1,-11%,i,24%,-6%,-2%,
O=C1Nc2ccccc2SC(c2ccccc2)C1O (configuration not stated),12%,i,17%,-6%,-10%,
CC1CC(C)CN(S(=O)(=O)c2ccc(C(=O)NN3CCOCC3)cc2)C1 (configuration not stated),8%,i,-18%,-11%,-5%,
CCOC(=O)N1CCN(C(=O)c2cccc(NS(=O)(=O)c3ccc(F)c(F)c3)c2)CC1,-8%,1.5%,3%,1%,-1%,
Clc1cccc(-c2cc3nc4c(c(NCc5ccco5)n3n2)CCCC4)c1,-5%,3.1%,39%,0%,11µM*,
CCOC(=O)c1c(C)c(C)n(Cc2cccc(OC)c2OC)c1C,2%,2.6%,4%,-7%,2%,
COc1ccc(Cl)cc1C(=O)Nc1ccc(S(=O)(=O)N2CCCC2)cc1,5%,2.1%,-3%,1%,5%,
O=C(NCc1ccccc1)C(=O)NCC1CCCN1S(=O)(=O)c1cccs1 (configuration not stated),1%,8.6%,12%,-2%,-2%,
O=C(CSc1ncccn1)c1ccccc1Br,5%,0.0%,13%,-15%,1%,
C[C@@]12C(=O)N(CC3CC3)CC(=O)N1[C@H](/C=C/c1ccccc1)[C@@H]1C(=O)N(c3ccccc3)C(=O)[C@@H]12,10%,1.0%,-6%,4%,-7%,
COC(=O)C1CSC(C(=O)OC)N1C(=O)CN1CCN(c2ccc(OC)cc2)CC1 (configuration not stated),3%,i,3%,-8%,-6%,
CCn1c(/C=N/n2cnnc2)nc2ccccc21,10%,0.1%,42%,-12%,-5%,
COCCN(CC(=O)Nc1cccc(C)c1C)C(=O)Cn1c(=O)cnc2ccccc21,-8%,0.2%,-15%,.,-5%,
C=CCOc1ccc(/C=C/C(=O)OC(C)C(=O)Nc2ccc(NC(C)=O)cc2)cc1 (configuration not stated),-8%,2.1%,1%,-12%,6%,
CCCC(C)C(=O)Nc1ccc(Cl)cc1Cl (configuration not stated),4%,3.0%,4%,2%,2%,
CCN1C[C@@H]2[C@@H]3C(=O)N(Cc4ccccc4)C(=O)[C@@H]3[C@](Cc3ccccc3)(C1=O)N2C(=O)c1ccccc1,-12%,0.6%,.,.,.,
CCOC(=O)C1=C(C)NC(=O)CC1c1cc2c(cc1Br)OCO2 (configuration not stated),-21%,3.8%,8%,-6%,-5%,
Cc1cc(C)cc(N2CC(C(=O)OCC(=O)Nc3cc(C)on3)CC2=O)c1 (configuration not stated),3%,0.9%,6%,4%,0%,
O=C(Nc1ccc(F)c([N+](=O)[O-])c1)c1ccc2c(c1)OCCO2,-2%,0.3%,23%,-6%,-5%,
Cc1ccc(Cl)cc1NC(=O)c1cc(NC(=O)CCCC(=O)O)ccc1N1CCCCC1,-2%,2.5%,22%,7%,-7%,
COC(=O)c1ccc(Cn2cc(Cl)cn2)cc1,6%,3.5%,64%,-10%,-4%,
Cc1ccc(S(=O)(=O)c2nc(-c3ccccc3Cl)oc2N(C)C)cc1,-4%,2.1%,4%,1%,4%,
COc1ccc(S(=O)(=O)N2CCCN(CC(=O)Nc3ccc(OC)c(Cl)c3)CC2)cc1,4%,0.6%,.,19%,?,
O=C(COC(=O)Cc1ccccc1[N+](=O)[O-])NCc1ccc(F)cc1,3%,0.5%,39%,-1%,1%,inhibitors of VEEV 10K pilot screen=1.2
CC(C)CC(=O)Nc1ccccc1N1CCOCC1,1%,1.5%,-3%,11%,-3%,
COC(=O)c1ccc(/C=N/NC(=O)C(=O)N2CCCCCC2)cc1,-5%,0.5%,35%,0%,2%,
CC(C)n1cc(C(=O)c2ccccc2O)cc(C#N)c1=O,4%,1.7%,1%,10%,-4%,
CC(=O)c1ccccc1N(C(=O)c1ccco1)C(C(=O)NC1CCCC1)c1ccc(N2CCOCC2)cc1 (configuration not stated),3%,0.2%,-3%,3%,1%,
C=CCNC(=O)CN(Cc1ccccc1)S(=O)(=O)c1ccccc1,-4%,i,4%,-7%,8%,
CCC(c1nnnn1Cc1ccc2c(c1)OCO2)N1CCN(c2ccccc2)CC1 (configuration not stated),7%,0.3%,15%,-6%,-9%,
COC(=O)C(Cc1ccccc1)NC(=O)CCC(=O)NC(C)CCc1ccccc1 (configuration not stated),-4%,0.4%,9%,-5%,0%,
O=S(=O)(Nc1ccc2cn[nH]c2c1)c1cc(Br)ccc1Br,-13%,5.2%,9%,.,-3%,
O=c1cc(-c2ccccc2)nc2cc(-c3ccco3)[nH]n12,24%,0.1%,73%,7%,-2%,
O=C(CCN1CCc2ccccc2C1)Nc1ccccc1,0%,7.3%,21%,-1%,-3%,
Cc1sc2ncn(CC(=O)NCC3COc4ccccc4O3)c(=O)c2c1S(=O)(=O)N1CCOCC1 (configuration not stated),-2%,1.9%,0%,2%,-8%,
CC(C)CC(=O)N1CCN(C(=O)c2ccc(-c3ccccc3)cc2)CC1,-4%,0.8%,14%,-5%,6%,
Nn1c(Cc2ccccc2)nnc1Cc1ccccc1,-10%,0.7%,.,.,.,
COc1ccc(-n2ncc3c(N4CCN(c5cc(C)ccc5C)CC4)ncnc32)cc1,28%,0.3%,1%,15%,1%,
CCC(=O)Nc1ccc(Cl)c(NC(=S)NC(=O)c2cc3ccccc3o2)c1,4%,1.5%,-4%,-10%,-1%,

# 4 compounds out of the list, sorted by SMILES length, descending:
SMILES,H1N1 NS1A inhibition,inhibitors of VEEV,tuberculosis growth,Salmonella PhoP GFP,H37Rv inhibition,others
COC(=O)C(Cc1ccccc1)NC(=O)CCC(=O)NC(C)CCc1ccccc1 (configuration not stated),-4%,0.4%,9%,-5%,0%,
CCC(c1nnnn1Cc1ccc2c(c1)OCO2)N1CCN(c2ccccc2)CC1 (configuration not stated),7%,0.3%,15%,-6%,-9%,
O=S(=O)(Nc1ccc2cn[nH]c2c1)c1cc(Br)ccc1Br,-13%,5.2%,9%,.,-3%,
O=C(CCN1CCc2ccccc2C1)Nc1ccccc1,0%,7.3%,21%,-1%,-3%,

# (continued)
SMILES,H1N1 NS1A inhibition,inhibitors of VEEV,tuberculosis growth,Salmonella PhoP GFP,H37Rv inhibition,others
COc1ccc(CCNC(=O)CSc2nc(N)cc(=O)[nH]2)cc1OC,0%,1.1%,-28%,16%,-6%,
Cc1ccc(SCCNC(=S)Nc2cc(C)cc(C)c2)cc1,-1%,3.0%,?,-9%,2%,
Cc1c(OCC(=O)N2CCC(C(N)=O)CC2)ccc2c1oc(=O)c1ccccc12,-3%,0.4%,3%,11%,-5%,
COc1ccccc1NC(=O)CCSCCC(=O)Nc1ccccc1OC,-5%,i,29%,-4%,-3%,
CC(=O)N(C(C)=O)c1c(N2CCCC2)c2ccccc2oc1=O,-5%,0.3%,-2%,-2%,-5%,
O=C(CCc1nc(-c2ccccc2)no1)Nc1cccc(C(=O)NC2CC2)c1,2%,7.5%,29%,.,4%,
CC(C)NS(=O)(=O)c1ccc(NC(=O)C(C)OC(=O)CCC2CCCC2)cc1 (configuration not stated),-3%,i,19%,.,-16%,
CN1CCN(S(=O)(=O)c2ccc(N3CCc4ccccc4C3)nc2)CC1,3%,0.8%,-14%,-3%,-7%,
Cc1ccn(C(=O)c2cc3ccccc3oc2=O)n1,.,.,-2%,-5%,-1%,
CC1CC(C)(O)CC(C(O)CC2CC(=O)NC(=O)C2)C1=O (configuration not stated),1%,?,.,.,.,
CCc1c(C(=O)Nc2ncn(Cc3cccc(C)c3)n2)csc1C,23%,2.2%,22%,-5%,-1%,
COc1ccccc1CNC(=O)c1cc(-c2ccccc2C)nn1CC1CC(c2cccnc2)=NO1 (configuration not stated),2%,7.0%,3%,.,3%,
Cc1ccc(Nc2c([N+](=O)[O-])c(=O)oc3ccccc23)cc1C,3%,2.6%,20%,-13%,59%,

# Source: PubChem (Southern Research Specialized Biocontainment Screening Center)
